S1P4 antag: human S1P4 receptor antagonism | S1P4-expressing cells, antagonist mode, reporter read-out | inhibition, % at 4.98 µM | hit rate 0.26% among 220,000 | O95977 | AID 1510; in the data active = inhibition above about 29%;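 also: 0% = wells stimulated with agonist and 100% = vehicle wells without agonist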
Target sequence (O95977 whole entry, looked up): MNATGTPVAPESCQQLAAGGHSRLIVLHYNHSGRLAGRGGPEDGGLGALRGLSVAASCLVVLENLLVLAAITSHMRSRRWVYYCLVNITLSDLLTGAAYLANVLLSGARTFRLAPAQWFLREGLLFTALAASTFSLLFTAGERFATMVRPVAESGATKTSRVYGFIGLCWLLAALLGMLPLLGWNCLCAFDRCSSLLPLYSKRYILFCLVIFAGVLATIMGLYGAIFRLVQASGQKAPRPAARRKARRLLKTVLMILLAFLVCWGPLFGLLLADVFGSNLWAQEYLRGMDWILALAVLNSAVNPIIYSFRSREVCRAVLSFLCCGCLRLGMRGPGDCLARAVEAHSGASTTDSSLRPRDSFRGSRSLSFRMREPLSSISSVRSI
Ba/F3 V617F tox: lowers viability of Ba/F3 cells expressing EpoR and JAK2V617F; AID 1446; ATP luminescence; hit rate 1.1% among 220,000; inhibition, % at 5.6 µM;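 active = inhibition above the campaign mean plus 3 SD over all tested compounds, cut at about 24% in these data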;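 also: cytokine-independent growth of Ba/F3 cells driven by EpoR plus mutant JAK2; 0% = DMSO-treated cells and 100% = JAK inhibitor I control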
zfTRPN1 agonist: agonists of zebrafish TRPN1 channel; hit rate 0.18% among 220,000; activation, % at 3 µM; HEK293 zebrafish TRPN1-YFP, Fluo-8 calcium fluorescence; 100% = response to 87 µM carbachol; AID 1424;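 active = activation above its plate's cutoff, the mean activation of test wells on that plate plus 3 SD, cut at about 19% in these data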;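 also: 0% = DMSO alone and 100% = 87 µM carbachol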
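System: zebrafish TRPN1-YFP in HEK293 cells / Dosing: 3 µM single point / Timing: dye loading 1 h at 37 °C, then 30 min room temperature / Signal: Fluo-8 calcium fluorescence, excitation 470-495 nm, emission 515-575 nm / Read-out basis: percent activation from peak over basal fluorescence ratio, control-normalized / Control set: high carbachol 87 µM, low DMSO alone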
S1P4 agonist: activates the human S1P4 receptor; S1P4-expressing cell line, agonist reporter assay; activation, % at 4.98 µM; hit rate 0.35% among 220,000; O95977; in the data active = activation above about 11%;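 also: 0% = DMSO vehicle and 100% = reference agonist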
EP2 mod: EP2 receptor (human) modulation; induction, % at 25 µM; EP2-expressing cells, cAMP HTRF FRET, PGE2 co-stimulation; hit rate 0.83% among 260,000;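 active = compounds whose cAMP rise, as percent of the full-agonist control response, exceeds 60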;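 also: rat C6 glioma line stably carrying human EP2 under a CMV promoter; the protocol text gives 20 µM as final concentration; 100% = response of wells given 1 µM PGE2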
Target sequence (P43116 whole entry, looked up): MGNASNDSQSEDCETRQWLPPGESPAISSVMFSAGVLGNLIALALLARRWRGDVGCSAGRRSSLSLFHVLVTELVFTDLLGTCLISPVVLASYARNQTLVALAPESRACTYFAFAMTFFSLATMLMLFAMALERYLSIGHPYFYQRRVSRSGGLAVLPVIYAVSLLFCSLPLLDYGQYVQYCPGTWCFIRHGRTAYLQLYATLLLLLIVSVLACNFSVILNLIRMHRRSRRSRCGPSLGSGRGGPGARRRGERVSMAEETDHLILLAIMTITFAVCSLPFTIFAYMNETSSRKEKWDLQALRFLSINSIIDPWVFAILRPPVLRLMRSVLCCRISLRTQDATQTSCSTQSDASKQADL
TRPML3 agonist: human mucolipin-3 channel agonism; Q8TDD5; AID 1448; activation, % at 3 µM; HEK293 TRPML3-YFP, Fluo-8 calcium fluorescence; 100% = the carbachol control signal; hit rate 0.29% among 220,000;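 active = activation above its plate's cutoff, the mean activation of the plate's test wells plus 3 SD, cut at about 12% in these data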;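 also: 0% = DMSO only wells and 100% = carbachol wells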
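Material: TRPML3-YFP stable HEK293 cells | Dosing: One concentration, 3 µM nominal, 0.3% DMSO | Timing: 125 s total fluorescence read per well | Technique: Fluo-8 calcium dye fluorescence, ex 470-495, em 515-575 nm | Measure: Percent activation from peak-to-basal fluorescence ratio, scaled between DMSO and carbachol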
PERK inhibitor: human PERK inhibition, primary cell-based screen. hit rate 0.17% among 220,000. CHO PERK-DD fusion, SEAP luminescence translation reporter. inhibition, % at 5.6 µM;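 active = inhibition above the mean inhibition of all tested compounds plus 3 SD, set separately per screening campaign, cut at about 2.9% in these data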;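 also: PERK kinase domain activated by AP20187 dimerizer at 100 nM; 0% = DMSO with dimerizer and 100% = rapamycin at 8.4 µM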
BaF3 tox: reduces parental Ba/F3 cell viability, JAK2V617F counter-screen; inhibition, % at 5.6 µM; hit rate 1.1% among 220,000; AID 1486; CellTiter-Glo ATP luminescence;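 active = inhibition above a per-campaign cutoff, the mean inhibition of all tested compounds plus 3 SD, cut at about 27% in these data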;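 also: 0% = DMSO wells and 100% = JAK Inhibitor I control wells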
Calpain2 inh: inhibitors of pig calpain II; purified calpain II, fluorogenic peptide substrate, 30 min; hit rate 0.37% among 220,000; inhibition, % at 16 µM; AID 1236;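 active = inhibition above about 50%, limit read from the data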
Numbers without * were called inactive; · = not tested or not shown.

The line under a structure holds: BaF3 tox, PERK inhibitor, S1P4 agonist, zfTRPN1 agonist, Calpain2 inh, EP2 mod, S1P4 antag, TRPML3 agonist, Ba/F3 V617F tox
O=C(COC(=O)c1ccc(S(=O)(=O)N2CCc3ccccc3C2)cc1)NC(=O)NCc1ccco1
 : -1, 0.7, -4.0, 1.9, -62, -10, 1, 0.2, -2
S=c1[nH]nc(CSc2nc3ccccc3s2)n1C1CCCCC1
 : 1, -1.0, 0.7, -2.2, 47, 16, -37, -0.5, -5
CCCCCCn1c(SCC(=O)Nc2cc(C)on2)nc2ccccc2c1=O
 : 2, 1.3, 0.8, -0.1, 23, 39, 4, 0.5, 1
O=C1CC(SCc2nc3ccccc3[nH]2)C(=O)N1c1ccc(Cl)cc1 (centres undefined)
 : 5, -0.1, -0.9, -0.1, -24, -12, 0, -0.5, -3
CC1=NN(/C(=N\c2nnc(C)s2)Nc2ccc(C(C)(C)C)cc2)[C@H](c2ccc(C)cc2)S1
 : 3, -1.5, -0.6, 0.3, 5, 41, -4, -0.6, 5
N#C/C(=C\c1ccncc1)c1nc2ccccc2o1
 : -5, 0.6, -1.3, 0.6, -16, -39, 22, 0.3, 2
CCCC1C2C(=O)N(c3ccc(OC)cc3)C(=O)C2ON1c1ccccc1 (centres undefined)
 : 9, 0.2, -0.5, 0.1, 9, 9, -13, 0.7, 2
CCOC(=O)C1(Cc2ccccc2C)CCCN(C(=O)CCn2nccc2C)C1 (centres undefined)
 : 5, 0.5, 1.7, -0.9, -20, 13, -54, -0.3, 0
CN1CCC(N(C)C(=S)NC(=O)C23CC4CC(CC(C4)C2)C3)CC1
 : 9, 0.7, -0.4, 0.6, 3, 16, -8, 1.2, 4
O=C(N/N=C/c1ccc(O)cc1)c1cc(-c2ccc3c(c2)OCO3)n[nH]1
 : 3, 0.6, 0.8, 1.0, -19, -7, -7, 0.5, 1
COc1ccccc1C(=O)C1CCCN(C(=O)C2CCCC2)C1 (centres undefined)
 : 1, 0.1, -1.4, -0.5, -5, 6, -1, 1.3, -3
O=C(CCl)NCc1cc(-c2ccc(Cl)cc2)no1
 : 11, 0.9, -0.2, 1.0, 18, -44, -9, 0.9, 24*
O=C(OCN1C(=O)c2ccccc2C1=O)/C(=C\c1ccco1)NC(=O)c1ccccc1
 : 6, 0.7, 0.8, 0.2, 24, -3, -16, 0.2, 4
CC(C)NC(=O)Cn1cnc2c1c(=O)n(C)c(=O)n2C
 : 2, -0.4, 0.0, -0.8, -13, -5, -11, 1.1, -1
CCN(CC(=O)NC(C)C)C(=O)C(CCSC)NC(=O)c1ccccc1OC (centres undefined)
 : 3, 0.4, -0.5, -0.8, -6, 8, -14, 0.4, 2
COCCn1c(/C=C/c2ccccc2)nc2ccccc21
 : 9, 0.0, -0.4, -0.7, -131, 2, 5, -0.4, 5
COc1ccccc1-c1nnc2n1N=C(C)CS2
 : -2, -0.4, -1.8, -0.1, -11, 13, -15, 0.3, -2
COc1cc(OC)c(OC)cc1/C=N/NC(=S)NCC1CCCO1 (centres undefined)
 : -1, -0.8, -0.9, -0.5, -236, -43, 10, 1.0, -3
COc1ccccc1C1CCN(C(=O)c2ccco2)CC1
 : -1, 0.5, -0.5, -0.1, 17, -27, 9, -0.2, 5
Cc1ccc(-c2noc(CN(C)C(=O)Nc3ccc(F)cc3)n2)cc1
 : 3, -0.2, -1.7, 2.2, -10, -52, 0, 1.9, 1
CC(C)CNCC1OCc2ccccc2CO1
 : 1, 0.0, 2.0, 0.1, -23, 26, 0, 0.9, 2
COc1ccccc1NS(=O)(=O)c1cccc2cccnc12
 : 1, 0.8, 1.8, -0.6, 20, 3, -15, -0.1, -1
O=S(=O)(c1cccs1)N1CCN(Cc2ccccc2)CC1
 : 2, -0.4, -0.3, -1.0, 15, -10, -13, -0.4, 1
O=C(Cn1ccc2ccccc2c1=O)NCCC(=O)N1CCN(c2cccc(Cl)c2)CC1
 : 2, -0.7, 0.2, -0.1, -50, -17, -9, 0.2, -3
COc1cccc(OC)c1C(=O)OCC(=O)NCC(C)C
 : 8, 0.3, 0.8, 0.4, 16, -6, -5, 0.1, 3
CCc1nnc(NS(=O)(=O)c2ccc(N/C=C\C(=O)c3ccc4ccccc4c3)cc2)s1
 : 1, 0.1, 1.2, 0.2, 4, -102, -8, 0.0, -1
C=CCn1c(CSc2nc3ccccc3s2)nnc1SCC(=O)NCc1ccccc1
 : 2, -0.2, 2.1, 0.9, -3, -13, -11, 0.1, -2
CN1CCC(OC(=O)c2ccc(Br)cc2)CC1
 : 7, -0.5, -0.4, 0.4, ·, ·, -14, 1.9, -1
CN(CCOc1ccccc1)CC(=O)Nc1cc([N+](=O)[O-])ccc1Cl
 : 3, 0.0, -0.7, 0.5, 30, 24, -11, -0.2, 3
CCOC(=O)NC(NCc1cccc(C(F)(F)F)c1)(C(F)(F)F)C(F)(F)F
 : 0, 1.6, -0.7, 1.1, -14, -5, -9, 0.5, -2
CCC(C)C(NC(=O)C1CCC(C)CC1)C(=O)NC(CCSC)C(=O)OC (centres undefined)
 : 5, -0.6, -1.4, -1.1, 0, 27, 1, 1.1, -1
O=C(CSc1cn(Cc2ccccc2)c2ccccc12)NCc1ccc(F)cc1
 : 5, 0.1, 1.4, -3.0, 11, 33, 5, 0.9, -1
CC1=NN(C(=O)c2ccc(Br)cc2)C(O)(C(F)(F)OC(F)(F)F)C1 (centres undefined)
 : -2, 0.4, 0.8, -0.9, 25, 6, -6, -0.3, -1
C[C@@H]1CCC[C@H](C)N1NC(=O)c1ccc(Cl)c(S(N)(=O)=O)c1
 : -1, 1.6, -0.3, 0.1, 7, -1, -12, 0.8, -7
Cc1nc(C)c(C(=O)NNS(=O)(=O)c2ccc([N+](=O)[O-])cc2)s1
 : 3, 1.8, 0.3, 0.7, -5, 32, 6, 1.0, -1
COCCNC(=O)CN(C(=O)Cn1nnc2ccccc21)c1cc(C)cc(C)c1
 : 2, 0.1, 0.3, -0.9, -27, 39, -11, 1.4, -4
O=S(=O)(NCc1csc(-c2cccs2)n1)c1cccs1
 : -1, 0.6, 0.7, -0.1, -314, -2, -9, -0.5, -4
O=C(CN1C(=O)NC2(CCCCCC2)C1=O)NC1CC1
 : 6, 1.8, 0.7, 2.7, -26, 2, 0, 0.8, -3
COc1ccc2c(c1)n([O-])c1c([n+]2=O)CCC1
 : -8, 0.9, -0.3, 2.7, -106, -22, -18, 0.3, 0
CCN(CC)S(=O)(=O)c1cccc(-c2nnc(SC(C)C(N)=O)n2CCc2ccccc2)c1 (centres undefined)
 : 6, -1.5, 0.0, 0.1, -39, 19, 12, -0.1, 3
CC(C)Cc1nnc(NC(=O)CCC(=O)N2CCOCC2)s1
 : 5, 1.8, -0.2, -0.4, -19, 14, 1, 0.4, 4
CCCNC(=O)CN(CCc1ccccc1)S(C)(=O)=O
 : 2, 1.0, -0.3, -0.1, -2, -4, -3, 0.4, -3
CCN(C(=O)CSc1nnc(-c2cccs2)o1)C1CCS(=O)(=O)C1 (centres undefined)
 : 4, 1.4, 1.4, 1.0, -20, 8, 12, -0.5, 1
O=c1oc2ccccc2c(Nc2ccc3ncccc3c2)c1[N+](=O)[O-]
 : 4, 0.1, 0.1, 1.2, 5, -18, -3, 0.3, 2
COc1ccc(-c2c(C)n([O-])c(C)c(C)[n+]2=O)cc1OC
 : 0, 1.9, -0.2, 0.8, -10, -1, 14, 0.1, -1
Cc1cc(C(=O)CN2C(=O)C3CC=CCC3C2=O)c(C)n1-c1ccccc1 (centres undefined)
 : 3, -0.4, -0.2, 3.3, 3, -11, -27, 0.4, -2
CC(C)c1nnc(NC(=O)c2cnccn2)s1
 : -1, -0.3, -0.1, -0.7, 6, 29, -14, 0.6, -3
Cc1c(Cl)cccc1NC(=O)c1cccc(OC(F)F)c1
 : 4, 0.6, -3.1, -1.6, 31, -14, 11, 0.3, 1
CCOc1ccc(NC(=S)N(CCOC)C(C)c2ccco2)cc1 (centres undefined)
 : -4, 0.2, 0.1, -0.3, 5, 11, -13, -0.2, 3
CC(NC(=O)Nc1cccnc1)(C(F)(F)F)C(F)(F)F
 : -5, 0.9, 0.7, 0.4, -4, 18, -10, 0.9, -4
CN(CC(=O)O)c1ccc(S(=O)(=O)N2CCOCC2)cc1[N+](=O)[O-]
 : 5, 1.5, 0.0, 0.8, -7, 22, -7, 1.0, 1
O=C1CCCN1CCCNc1ncnc2sccc12
 : 6, -0.2, 1.0, 1.1, -16, -7, -4, 1.2, -1
CC(C)C(=O)Nc1nnc(CCN2CCOCC2)s1
 : 4, 0.0, 1.7, -0.9, -2, 2, -14, 0.6, -1
Cc1cc(NC(=O)c2ccc3c(c2)C(=O)N(C)C3=O)no1
 : 2, -0.1, -0.8, -1.0, -42, 21, -23, 0.0, -2
CC(=O)N(C)c1ccc(NC(=S)Nc2ccc(C(C)C)cc2)cc1
 : 7, -0.3, 4.0, 1.6, -13, -56, 2, 1.3, 0
CCN(CC)S(=O)(=O)c1ccc(C(=O)NCc2n[nH]c(=S)n2Cc2ccccc2)cc1
 : 3, -0.1, 4.6, 1.4, -6, -20, -6, 0.6, -2
CN1CCc2nc(NC(=O)c3cccc(S(=O)(=O)N4CCc5ccccc54)c3)sc2C1
 : 3, -1.5, 0.7, 0.0, -4, -33, -3, 0.4, 4
CC1CC(C)CN(c2nc3c(c(=O)[nH]c(=O)n3C)n2CCCSc2nc3ccccc3s2)C1 (centres undefined)
 : 8, 0.6, 2.1, 0.2, ·, ·, -1, 1.4, 3
O=C(NCCc1c[nH]c2ccccc12)C(=O)NCC(c1ccco1)N1CCN(c2ccccc2)CC1 (centres undefined)
 : 1, 0.8, -0.1, -0.4, -5, -52, -26, 0.3, -4
CC(=O)Nc1ccccc1C(=O)N1CCN(c2cccc(C)c2C)CC1
 : -2, 0.6, 0.6, -1.2, -38, 6, -19, 0.2, -3

Source: PubChem
